CD40 NFkB inh – CD40 pathway inhibition in BL2 cells; 83,000 tested, 0.94% active; BL2 NF-kB luciferase reporter, CD40L-induced, 4 h; inhibition, % at 10 µM;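 active means mean inhibition of at least 50% with a set share of replicates also reaching that level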;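 further: 0% = neutral control wells and 100% = IKK inhibitor VII at 50 µM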
Active calls of the source: *; [ ] = dose if it differs, or a comment.

CD40 NFkB inh,Molecule
-5[25 µM],O=C(N[C@H]1C=C[C@@H](CC(=O)N2CCN(c3ccccc3)CC2)O[C@H]1CO)c1ccccc1
0,Cc1oc(-c2ccccc2)nc1C(=O)OCC(=O)NCc1ccccc1
-26,COCCN(CCOC)C(=O)c1cc2sc3ccccc3c2s1
2,Cc1ccc(/C=C/C(=O)OCC(=O)c2ccc3c(c2)NC(=O)CO3)o1
-21,COc1ccc(-c2cc(C(=O)NCc3ccco3)no2)cc1OC
-5,COc1cc(OC)c(OC)cc1/C=C1/C(=O)N=C(N)N1C
2,CCN(CC(=O)Nc1c(F)cccc1F)C(=O)Cc1csc(-c2ccccc2)n1
3,COc1ccc(NC(=O)COC(=O)CNS(=O)(=O)c2ccccc2)cc1OC
8[25 µM],CCCNC(=O)[C@H]1[C@H](CO)[C@H]2Cn3c(ccc(-c4cccc(C(=O)N(C)C)c4)c3=O)[C@@H]1N2
0,CC(C)C(=O)NS(=O)(=O)c1ccc(N)cc1
-21,O=C(C[C@H]1C[C@@H]2c3cc(NC(=O)Nc4ccccc4F)ccc3O[C@@H]2[C@@H](CO)O1)NC1CCCC1
3,O=C(O)C1CCCCN1C(=O)c1ccc(S(=O)(=O)N2CCCC2)cc1 (stereo unspecified)
62*[25 µM],C[C@@H]1CN([C@@H](C)CO)C(=O)c2c(c3ccccc3n2C)-c2ccccc2CO[C@@H]1CN(C)Cc1cccc(C(F)(F)F)c1
17,Cn1c(NCc2ccccc2)nc2c1c(=O)n(Cc1ccccc1)c(=O)n2C
5[25 µM],CCCNC(=O)C[C@H]1C[C@@H]2c3cc(NC(=O)COC)ccc3O[C@@H]2[C@H](CO)O1
-5,O=C(Nc1nnc(-c2ccccc2)s1)c1cccc(S(=O)(=O)N2CCOCC2)c1
-46,COC(=O)c1ccc(CSc2nc3ccccc3s2)o1
16,C[C@H]1CN(C)C(=O)c2cccc(N)c2O[C@H]1CN(C)C(=O)OC(C)(C)C
7[25 µM],COc1cccc(S(=O)(=O)N2C[C@@H](O)COC[C@@H]3O[C@@H](CC(=O)N4CCN(c5ccccc5)CC4)CC[C@H]32)c1
11[25 µM],COc1ccc2c3c(n(C)c2c1)[C@@H](CO)N(CC1CC1)CC31CN(C(=O)Nc2ccc(F)cc2F)C1
-50,Cc1cc(C(=O)COC(=O)c2ccc3c(c2)OCO3)c(C)n1Cc1cccs1
-12,O=C(CN(C(=O)c1csnn1)c1ccc(F)cc1)NCc1ccc(F)cc1
-20,CC1(C)CC(=O)C(C(C#Cc2ccccc2)C2=C(O)CC(C)(C)CC2=O)=C(O)C1
4,Cc1ccc(S(=O)(=O)NCc2cccnc2)cc1C(=O)NC1CCCCC1
7,N#C[C@@H]1[C@H](c2ccccc2)[C@H](CO)N1C(=O)Cc1ccccn1
9,O=C(CN1CCC(c2nc3ccccc3s2)CC1)NCc1cccs1
1,Brc1ccc2c(c1)OCCOCCOCCOCCOCCOCCO2
-15,COc1ncccc1C(=O)N1CCC(n2nccc2NC(=O)CC(C)C)CC1
6,Cc1ccc(NC(=O)Cc2nnc(N)s2)cc1
7,COc1cccc2c(O)cc(=O)n(C)c12
-5,CCc1ccc(-c2c(C)sc(NC(=O)C3CCC3)c2C#N)cc1
-6,N#CCSc1ccc(S(=O)(=O)N2CCOCC2)cn1
1,CC(C)N(Cc1ccccc1)C(=O)CN1C(=O)NC2(CCCC2)C1=O
9,O=C(Cn1ncc2c1-c1ccccc1OC2)Nc1ccc(Cl)cn1
4,NC(=O)c1ncc(C(F)(F)F)cc1Cl
5,O=C(NC(Cc1c[nH]c2ccccc12)C(=O)NCCCN1CCOCC1)c1cccs1 (stereo unspecified)
-79,CCN(CC)C(=O)CCCOc1ccc(Cl)cc1Cl
-63,Cc1cc(C(=O)Nc2sc(C)c(C)c2C#N)no1
32,CCN(CC)CCn1c2c(c(SCC(=O)Nc3cccc(C(C)=O)c3)nc1=O)CCCC2
8,O=C(CC1C(=O)NCCN1Cc1ccc(-c2ccccc2)cc1)NCC1CC1 (stereo unspecified)
-17,Cc1ccc(C2(C)NC(=O)N(CC(=O)N(C)CC(=O)Nc3cccc4ccccc34)C2=O)cc1 (stereo unspecified)
0,O=C(CN1CCN(c2ccccc2)CC1)Nc1nnc(-c2ccccc2)s1
11,CN(C)CCCNC(=O)Cc1ccc(Br)cc1
1,CCOc1ccc(CCNC(=O)COC(=O)c2c(OC)cccc2OC)cc1OCC
-13,COc1ccc2ccccc2c1C=NN1CCCCC1
22[25 µM],O=C1C[C@@H](c2ccccc2)C(=O)N[C@@H](c2ccccc2)C/C=C\C[C@@H](c2ccccc2)N1
3,CCCSc1nc2c(c(=O)n1CC)SC(C)C2 (stereo unspecified)
9,COc1ccc(-n2c(SCc3cccnc3)nc3c(c2=O)SCC3)cc1OC
30*,CC(=O)Nc1nc2nc(-c3ccccc3)cc(-c3ccccc3)n2n1
3,c1cc(CNCC2CCCO2)ccn1 (stereo unspecified)

Next results
CD40 NFkB inh,Molecule
-5,O=C(CCNS(=O)(=O)c1c(Cl)cccc1Cl)N1CCCC1
-8,O=C1c2cccc3c(N4CCCCC4)ccc(c23)C(=O)N1c1ccccc1O
1,Cc1cccc(OCC(=O)NCC(=O)N/N=C/c2cccs2)c1
-23,N#Cc1c(N)nc(SCc2ccccn2)c(C#N)c1-c1cccs1
9[25 µM],CCCC(=O)Nc1ncnc2c1ncn2C1OC2COP(=O)(O)OC2C1OC(=O)CCC (stereo unspecified)
8,CC(=O)c1cccc(NC(=O)c2nc(-c3ccccc3)oc2C)c1
-7,Nc1ccc2c3c(cccc13)-c1ccccc1-2
-9,CCCCOC(=O)CCc1nc2ccccc2[nH]1
14,C[C@@H]1CN([C@@H](C)CO)C(=O)c2cc(NC(=O)Nc3ccc(F)cc3)ccc2O[C@@H]1CN(C)S(=O)(=O)c1ccc(Cl)cc1
6,Cc1ccc(C23CC4CC(CC(CC(=O)N5CCOCC5)(C4)C2)C3)cc1
14,O=C(C[n+]1ccc(C(=O)NCc2ccccc2)cc1)c1ccc(OC(F)F)cc1
1,CN(c1nc2ccccc2n2c(C3CC3)nnc12)S(=O)(=O)c1ccccc1
0,COc1ccc(C(=O)N(CCc2ccccc2)Cc2ccccc2)c(OC)n1
-2,CN1C(=O)c2cc(NC(=O)c3ccc(F)cc3)ccc2OC[C@H]2O[C@H](CC(=O)NCC3CCCCC3)CC[C@@H]21
1,O=C(O)C1CCCCN1C(=O)c1cc2c(s1)CCCCC2 (stereo unspecified)
3,O=C1CS/C(=N/N=C/c2ccccc2)N1c1ccc(O)cc1
9[25 µM],CCC(=O)Nc1ccc2c(c1)OC[C@@H](C)N(Cc1ccccc1)C[C@H](C)[C@@H](OC)CN(C)C2=O
13[25 µM],O=C(NC1CCN(Cc2ccccc2)CC1)c1ccc(I)cc1
5,COc1ccc(CCNS(=O)(=O)CC23CCC(CC2=O)C3(C)C)cc1OC (stereo unspecified)
11,COc1ccc(N2CCN(C(=O)COC(=O)COc3ccc(C#N)cc3)CC2)cc1
1[25 µM],C[C@H]1CCCCO[C@H](CN(C)Cc2ccncc2)[C@@H](C)CN([C@@H](C)CO)C(=O)c2cc(NC(=O)Cc3ccccc3)ccc2O1
-95,COc1cccc(N2CCN(c3cnc4ccccc4n3)CC2)c1
-90,CN1CCC(=NOc2ccc([N+](=O)[O-])cc2)CC1
6,Cc1c(CNCC(C)c2ccccc2)c(C(=O)O)c(C)n1Cc1ccccc1 (stereo unspecified)
4,CCOc1ccc2c(c1)C(c1ccc(C)o1)=NNC(c1ccncc1)=N2

Part of the list above, as a markdown table:
| Compound | CD40 NFkB inh |
| --- | --- |
| COC(=O)c1ccc(CSc2nc3ccccc3s2)o1 | -46 |
| C[C@H]1CN(C)C(=O)c2cccc(N)c2O[C@H]1CN(C)C(=O)OC(C)(C)C | 16 |

Other results.
CD40 NFkB inh,Molecule
-37,COc1ccc(CN2CN(S(=O)(=O)c3ccccc3)c3nc4ccccc4nc32)cc1
-7,CN(C)C(=O)c1ccc(-c2ccc([C@@H]3[C@@H](C#N)N(C(=O)C4CC4)[C@H]3CO)cc2)cc1
-8,CN(CC(=O)Nc1ccc(F)cc1)CC(=O)N1CCCCCC1
-21,COc1ccccc1NC(=O)c1ccc(CSc2ncccn2)cc1
-39,Oc1[nH]c2ccccc2c1N=Nc1ccccc1Cl
4,COc1ccccc1-c1ccc([C@@H]2[C@@H](CO)N(C(=O)C3CCC3)[C@H]2C#N)cc1
10,CCCOc1ccc(Oc2ccc(S(=O)(=O)N3CCN(C)CC3)cn2)cc1
3,CCNS(=O)(=O)c1ccc(CCC(=O)NC2CCCC2)cc1
-4,CCOC(=O)Cn1ccc(-c2ccccc2)c(C#N)c1=O
-11[25 µM],Cc1ccccc1-c1ccc([C@@H]2[C@H]3CN(S(C)(=O)=O)CC(=O)N3[C@H]2CO)cc1
-16[25 µM],CC(=O)NC[C@@H]1[C@@H](c2ccc(C3=CCCC3)cc2)[C@@H](CO)N1C(=O)CN(C)C
2,Cc1nc2ccc(NC(=O)[C@@H](NC(=O)c3c(F)cccc3F)C(C)C)cc2s1
-14,COc1ccc(C(=O)Nc2ccc3nc(N4CCCCC4)cc(C)c3c2)c(OC)c1
13,CCOC(=O)C1CCN(S(=O)(=O)c2cn(C)cn2)CC1
1,Cc1cc(NC(=O)CSCC(=O)OCC(=O)Nc2ccc(OC(F)F)cc2)no1
13,CCC(C)c1ccccc1NC(=O)C(C)Sc1n[nH]c(N)n1 (stereo unspecified)
4,CCCC(C)(C)C(=O)N1CCC1(C)C(=O)Nc1ccc(OC)c(OC)c1 (stereo unspecified)
-11[25 µM],O=C([C@H]1N[C@H]2c3ccc(-c4ccc(F)cc4)c(=O)n3C[C@H]2[C@@H]1CO)N1CCc2ccccc2C1
-26,O=C(COC(=O)c1cccc(F)c1)Nc1ccc2c(c1)OCCO2
-2,O=c1c2ccccc2c(/C=N/c2n[nH]c(CCCO)n2)c(O)n1-c1ccccc1Cl
15,CN(c1ccccc1)S(=O)(=O)c1ccc(C(=O)N2CCN(c3ccccc3F)CC2)cc1
15,Cc1nn(CC(=O)NCC(C)c2ccccc2)c(=O)c2cc3occc3n12 (stereo unspecified)
-4[25 µM],CC(C)[C@H]1COCc2cnnn2CCC[C@H](C)C(=O)N1
16[25 µM],CN(C)C(=O)c1cc2c(c(-c3cccc(C4=CCCCC4)c3)n1)[C@H](CCO)N(S(C)(=O)=O)C2
6,Cc1ccc(NC(=O)c2nc[nH]c2C(=O)N2CCCCC2)c(C(=O)c2ccccc2)c1

7 consecutive compounds out of the list so far:
CD40 NFkB inh,Molecule
-21,COc1ccccc1NC(=O)c1ccc(CSc2ncccn2)cc1
-39,Oc1[nH]c2ccccc2c1N=Nc1ccccc1Cl
4,COc1ccccc1-c1ccc([C@@H]2[C@@H](CO)N(C(=O)C3CCC3)[C@H]2C#N)cc1
10,CCCOc1ccc(Oc2ccc(S(=O)(=O)N3CCN(C)CC3)cn2)cc1
3,CCNS(=O)(=O)c1ccc(CCC(=O)NC2CCCC2)cc1
-4,CCOC(=O)Cn1ccc(-c2ccccc2)c(C#N)c1=O
-11[25 µM],Cc1ccccc1-c1ccc([C@@H]2[C@H]3CN(S(C)(=O)=O)CC(=O)N3[C@H]2CO)cc1

4 entries from above, ordered by length of the SMILES, descending:
CD40 NFkB inh,Molecule
4,COc1ccccc1-c1ccc([C@@H]2[C@@H](CO)N(C(=O)C3CCC3)[C@H]2C#N)cc1
-2,O=c1c2ccccc2c(/C=N/c2n[nH]c(CCCO)n2)c(O)n1-c1ccccc1Cl
3,CCNS(=O)(=O)c1ccc(CCC(=O)NC2CCCC2)cc1
-21,COc1ccccc1NC(=O)c1ccc(CSc2ncccn2)cc1

Following part
CD40 NFkB inh,Molecule
-13,CS(=O)(=O)N(Cc1ccccc1)c1ccc(C(=O)NCCSc2ccccn2)cc1
4,N#CCn1c(CCl)nc2ccccc2c1=O
-3,Cc1cn2c(-c3ccc(Cl)cc3)nnc2s1
8,O=C(CN1CCN(Cc2ccccc2)CC1)N/N=C/c1cccs1
6,Cc1cc([N+](=O)[O-])nn1CCCC(=O)NC1CCCCC1
-23,O=C1C(=Cc2ccco2)CCCC1=Cc1ccco1
-5[25 µM],N#C[C@H]1[C@H](c2ccccc2)[C@H](CO)N1C(=O)Nc1cccc(F)c1
-33,NC(=S)NN=C1C2CC3CC(C2)CC1C3
-5,Cc1noc(C)c1CSc1nc2ccccc2c(=O)n1-c1ccccc1
-12[25 µM],CCNC(=O)C[C@@H]1CC[C@H]2[C@@H](COC[C@@H](O)CN2C(=O)C2CCCC2)O1
-7,CC(=O)Nc1ccc(S(=O)(=O)NCCC(=O)OCC(=O)c2ccccc2)cc1
2,Cc1n[nH]c(=O)c2c1nnn2Cc1ccc(F)cc1
9,O=S(=O)(Nc1ccc(Oc2ncccn2)c(Cl)c1)c1ccc(F)cc1
-15,O=c1oc2ccccc2n1CCCCCn1c(=O)oc2ccccc21
1,CN(C(=O)COC(=O)COc1ccc2ccccc2c1)c1ccccc1
-4,CSCCC(NS(=O)(=O)c1ccc(C)cc1)C(=O)N1CCN(C(c2ccccc2)c2ccccc2)CC1 (stereo unspecified)
4,CCc1nnc(NC(=O)CCC(=O)N2CCC(Cc3ccccc3)CC2)s1
-5[25 µM],C[C@H]1CN([C@@H](C)CO)C(=O)c2cc(NS(=O)(=O)c3cn(C)cn3)ccc2O[C@H]1CN(C)S(=O)(=O)c1ccc(F)cc1
12,COc1ccc(OCC(=O)NNC(=O)c2ccccc2OCc2c(C)noc2C)cc1
-54,CC(=O)N1CCN(S(=O)(=O)c2cccc(C(=O)Nc3ccc(C)cn3)c2)CC1
-7[25 µM],CN1C(=O)c2cc(NC(=O)Nc3ccccc3Cl)ccc2OC[C@@H]2O[C@H](CC(=O)NCCCN3CCOCC3)CC[C@H]21
12,NC(=O)N/N=C/c1ccc(N2CCOCC2)s1

Some of the compounds tested; rates above refer to the full screens.
